High-throughput results: PubChem BioAssay, several laboratories
P. falciparum M1AAP = P. falciparum M1AAP inhibitors, biochemical, fluorogenic H-Leu-NHMec substrate, 1536-well (AID 1445). recombinant M1AAP, H-Leu-NHMec fluorogenic kinetic assay; higher % means a stronger effect. inhibition, % at 30 µM, or IC50 in µM where a hit was titrated. 220,000 tested, 0.42% active;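 active = primary inhibition above the hit cutoff, then over 50% inhibition at one or more dose response concentrations, cut at about 23% in these data, passing the limit was not always enough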;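 note: plate controls were DMSO full reaction for no effect and no enzyme background for full effect; strong numbers were not always called active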
WT yeast gro inh = growth inhibition of WT yeast, mitochondrial fusion screen; inhibition, % at 10 µM; mitochondrial fusion phenotypic screen, WT strain; 190,000 tested, 2.1% active; in the data active = inhibition above about 58%; tested in S. cerevisiae
M17LAP inhibition = P. falciparum M17LAP inhibitors, primary screen, biochemical, fluorogenic H-Leu-NHMec substrate, 1536-well (AID 1619); recombinant M17LAP, H-Leu-NHMec fluorogenic kinetic assay; higher % means a stronger effect; 220,000 tested, 0.38% active; one-dose inhibition, % at 30 µM; IC50 in µM for titrated hits;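 active = compound inhibiting the enzyme by more than half at any dose during confirmatory dose-response retesting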;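 note: plate controls were full reaction with DMSO carrier for no effect and no enzyme background for full effect; strong numbers were not always called active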
TNAP activation fold = stimulation of alkaline phosphatase TNAP activity – biochemical, luminescent, no phosphate acceptor, uHTS, primary screen (AID 1001) | 200,000 tested, 0.03% active | one-dose activation fold at 20 µM; EC50 in µM for titrated hits | purified TNAP, luminescent activation assay, no phosphate acceptor; higher activation fold means a stronger effect; in the data active = activation fold from about 3, or a potency from the dose series; inactive = the rest, 99 in 100 with activation fold below about 1.6; note: many of its hits are not listed in these tables
LYP inhibition = inhibitors of LYP phosphatase, biochemical, fluorescence intensity, uHTS (AID 1779); recombinant LYP phosphatase, fluorescence intensity; higher % means a stronger effect; inhibition, % at 11.5 µM; hits with a dose series show IC50 in µM; 290,000 tested, 0.054% active;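 note: plate controls were vehicle with enzyme for no effect and no enzyme for full effect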
Yfh1-depleted yeast = mitochondrial function rescue without frataxin homolog – Friedreich's ataxia, plus single-dose screen, dose response (AID 1465); S. cerevisiae Yfh1-off respiration, WST-1 reduction, 72 h; higher fold induction means a stronger effect; fold induction at 50 µM, or EC50 in µM where a hit was titrated; 220,000 tested, 0.074% active;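 active = fold induction of absorbance versus untreated yeast above a set limit, then at least 30% activation at any dose in follow-up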;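 note: activators that raise dye reduction in frataxin-depleted yeast; strong numbers were not always called active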
PMI inhibition = human PMI inhibitors, high substrate, primary screen, biochemical, fluorescence intensity, high mannose 6-phosphate (AID 1220) | recombinant PMI enzyme, coupled fluorescence intensity; higher % means a stronger effect | inhibition, % at 20 µM, or IC50 in µM where a hit was titrated | 190,000 tested, 0.66% active
XIAP antagonists = small molecules displacing peptide from XIAP – biochemical, IAP family, fluorescence polarization (AID 1018). one-dose displacement, % at 20 µM; IC50 in µM for titrated hits. XIAP BIR domain, fluorescence polarization peptide displacement; higher % means a stronger effect. 200,000 tested, 0.007% active; in the data active = displacement above about 50%; note: a part of the inactive calls stands beside numbers as strong as those of hits
human PMI inhibition = MPI enzyme activity inhibition – biochemical, fluorescence intensity, coupled assay, primary screen (AID 1209); 190,000 tested, 0.42% active; purified PMI enzyme, coupled fluorescence intensity; higher % means a stronger effect; one-dose inhibition, % at 20 µM; IC50 in µM for titrated hits;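 note: plate controls were DMSO vehicle for no effect and wells lacking substrate for full effect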
WT yeast gro inh mutant strain = recorded beside WT yeast gro inh, whose call it bears; inhibition, %; mitochondrial fusion phenotypic screen, mutant strain inhibition
Active calls of the source: *. Cut-off read from the data, not from the text of the source, unless noted: active = inhibition above about 50%; inactive = the rest.

`COc1ccc(NC(=O)N2CC(C)OC(C)C2)cc1OC` (stereo not given) gave P. falciparum M1AAP -3%, WT yeast gro inh 1, M17LAP inhibition 3%, TNAP activation fold 1, LYP inhibition -10%, Yfh1-depleted yeast inactive, PMI inhibition -6%, XIAP antagonists -7.5%, human PMI inhibition -3% and WT yeast gro inh mutant strain 8.
Screening CCN(CC)C(=O)C(=O)c1ccn(-c2c(C)csc2C(=O)OC)c1 returned P. falciparum M1AAP -4%, WT yeast gro inh 2, M17LAP inhibition 4%, TNAP activation fold 1.1, LYP inhibition -3%, Yfh1-depleted yeast inactive, PMI inhibition 22%, XIAP antagonists -19%, human PMI inhibition 10% and WT yeast gro inh mutant strain 8.
Screening Cc1ccc(OCC(=O)NCC(=O)n2nc(C)cc2C)cc1 returned P. falciparum M1AAP 7%, WT yeast gro inh 4, M17LAP inhibition 4%, TNAP activation fold 1.1, LYP inhibition -5%, PMI inhibition -12%, XIAP antagonists -1.7%, human PMI inhibition -14% and WT yeast gro inh mutant strain 22.
Screening NC(=O)C(=O)N/N=C/c1c[nH]c2ccc(Br)cc12 returned P. falciparum M1AAP 23%, WT yeast gro inh 4, M17LAP inhibition 20%, TNAP activation fold 1.1, LYP inhibition 6%, Yfh1-depleted yeast inactive, PMI inhibition -4%, XIAP antagonists 0.9%, human PMI inhibition -5% and WT yeast gro inh mutant strain 5.
Screening CCOc1cc(-c2nc(-c3ccccc3)c(-c3cc([N+](=O)[O-])ccc3C)[nH]2)ccc1O returned P. falciparum M1AAP -10%, WT yeast gro inh 1, M17LAP inhibition 4%, TNAP activation fold 1, LYP inhibition -2%, Yfh1-depleted yeast inactive, PMI inhibition 6%, XIAP antagonists -2.7%, human PMI inhibition 14% and WT yeast gro inh mutant strain -11.
Screening O=C(NNC(=O)c1ccc2nonc2c1)Nc1ccc(Cl)cc1 returned P. falciparum M1AAP 11%, M17LAP inhibition 4%, LYP inhibition -3% and Yfh1-depleted yeast inactive.
`CC(=O)Nc1ccc2[nH]c(C)cc(=O)c2c1` gave P. falciparum M1AAP 8%, WT yeast gro inh -5, M17LAP inhibition 18%, TNAP activation fold 1.1, LYP inhibition -10%, Yfh1-depleted yeast inactive, PMI inhibition -4%, XIAP antagonists 1.5%, human PMI inhibition -2% and WT yeast gro inh mutant strain -2.
Screening c1csc(-c2csc3nc(CN4CCOCC4)nc(NCc4ccc5c(c4)OCO5)c23)c1 returned P. falciparum M1AAP -5%, WT yeast gro inh 64*, M17LAP inhibition -5%, TNAP activation fold 1.2, LYP inhibition 4%, Yfh1-depleted yeast inactive, PMI inhibition 10%, XIAP antagonists 0.5%, human PMI inhibition 14% and WT yeast gro inh mutant strain 24*.
`O=C(CN1CCS(=O)(=O)CC1)NNC(=O)C1CCCCC1` gave P. falciparum M1AAP 11%, WT yeast gro inh -10, M17LAP inhibition 2%, TNAP activation fold 1.2, LYP inhibition -6%, Yfh1-depleted yeast inactive, PMI inhibition 0%, XIAP antagonists -8.8%, human PMI inhibition -5% and WT yeast gro inh mutant strain 29.
Screening Cc1ccccc1Nc1nnc(SCC(=O)NC(=O)NCc2ccco2)s1 returned P. falciparum M1AAP 12%, WT yeast gro inh -24, M17LAP inhibition 25µM*, TNAP activation fold 1.1, LYP inhibition -3%, PMI inhibition 5%, XIAP antagonists -1.0%, human PMI inhibition 1% and WT yeast gro inh mutant strain -17.
For COc1ccc(Cc2noc(CN3CCNC(=O)CC3)n2)cc1OC the results were P. falciparum M1AAP -3%, WT yeast gro inh 1, M17LAP inhibition -2%, TNAP activation fold 1.1, LYP inhibition -4%, Yfh1-depleted yeast inactive, PMI inhibition -2%, XIAP antagonists -1.3%, human PMI inhibition 2% and WT yeast gro inh mutant strain 7.
`Cc1nonc1CC(=O)N1CCCC(C(=O)c2cccc(C(F)(F)F)c2)C1` (stereo not given) gave P. falciparum M1AAP 2%, WT yeast gro inh 0, M17LAP inhibition -1%, TNAP activation fold 1, LYP inhibition -4%, Yfh1-depleted yeast inactive, PMI inhibition -10%, XIAP antagonists -8.2%, human PMI inhibition 2% and WT yeast gro inh mutant strain 4.
`Cc1ccc(NC(=O)OCCN2CCN(Cc3ccccc3)CCC2=O)cc1` gave P. falciparum M1AAP 0%, WT yeast gro inh -11, M17LAP inhibition -15%, TNAP activation fold 1.1, LYP inhibition -3%, Yfh1-depleted yeast inactive, PMI inhibition 6%, XIAP antagonists -3.2%, human PMI inhibition 0% and WT yeast gro inh mutant strain -15.
COc1ccc(CNCC(O)(c2ccc(Cl)cc2)c2ccc(Cl)cc2)cc1OC was read as P. falciparum M1AAP -4%, WT yeast gro inh -2, M17LAP inhibition 1%, TNAP activation fold 1, LYP inhibition 1%, Yfh1-depleted yeast inactive, PMI inhibition 55%*, XIAP antagonists 1.2%, human PMI inhibition 25% and WT yeast gro inh mutant strain 2.
`COc1ccc(Cc2nnc(SCc3ccc([N+](=O)[O-])cc3)o2)cc1` gave P. falciparum M1AAP 3%, WT yeast gro inh 18, M17LAP inhibition 4%, TNAP activation fold 1.1, LYP inhibition -1%, Yfh1-depleted yeast inactive, PMI inhibition -6%, XIAP antagonists -2.4%, human PMI inhibition -1% and WT yeast gro inh mutant strain 8.
`C#CCSc1nc(=O)c2cccnc2n1-c1ccc(C)cc1` gave P. falciparum M1AAP 1%, M17LAP inhibition -4%, LYP inhibition -6% and Yfh1-depleted yeast inactive.
`COC(=O)Cc1cc(=O)[nH]c(/N=C(\N)Nc2ccccc2C)n1` gave P. falciparum M1AAP 4%, WT yeast gro inh -11, M17LAP inhibition 14%, TNAP activation fold 1, LYP inhibition -1%, Yfh1-depleted yeast inactive, PMI inhibition -3%, XIAP antagonists -3.0%, human PMI inhibition -4% and WT yeast gro inh mutant strain -9.
C(=C\c1ccccc1)/C=N/N1CCN(Cc2ccccc2)CC1 was read as P. falciparum M1AAP 0%, WT yeast gro inh 27, M17LAP inhibition 3%, TNAP activation fold 1.1, LYP inhibition 1%, Yfh1-depleted yeast inactive, PMI inhibition 8%, XIAP antagonists -0.3%, human PMI inhibition 6% and WT yeast gro inh mutant strain 8.
For CCCCN(C)CCC(=O)Nc1ccc(OC)cc1OC the results were P. falciparum M1AAP 0%, WT yeast gro inh 4, M17LAP inhibition 2%, TNAP activation fold 1.1, LYP inhibition -3%, Yfh1-depleted yeast inactive, PMI inhibition 8%, XIAP antagonists -2.5%, human PMI inhibition -8% and WT yeast gro inh mutant strain 0.
Screening CCN(CC)C(=O)COc1ccc(/C(C)=N/NC(=O)c2ccccc2Br)cc1 returned P. falciparum M1AAP -1%, WT yeast gro inh -17, M17LAP inhibition -5%, TNAP activation fold 1.2, LYP inhibition -3%, Yfh1-depleted yeast inactive, PMI inhibition -2%, XIAP antagonists -1.1%, human PMI inhibition -7% and WT yeast gro inh mutant strain 5.

Part of the list above in order of number of heavy atoms, smallest number first.
`COc1ccc(NC(=O)N2CC(C)OC(C)C2)cc1OC` (stereo not given) gave P. falciparum M1AAP -3%, WT yeast gro inh 1, M17LAP inhibition 3%, TNAP activation fold 1, LYP inhibition -10%, Yfh1-depleted yeast inactive, PMI inhibition -6%, XIAP antagonists -7.5%, human PMI inhibition -3% and WT yeast gro inh mutant strain 8.
`COC(=O)Cc1cc(=O)[nH]c(/N=C(\N)Nc2ccccc2C)n1` gave P. falciparum M1AAP 4%, WT yeast gro inh -11, M17LAP inhibition 14%, TNAP activation fold 1, LYP inhibition -1%, Yfh1-depleted yeast inactive, PMI inhibition -3%, XIAP antagonists -3.0%, human PMI inhibition -4% and WT yeast gro inh mutant strain -9.
Screening c1csc(-c2csc3nc(CN4CCOCC4)nc(NCc4ccc5c(c4)OCO5)c23)c1 returned P. falciparum M1AAP -5%, WT yeast gro inh 64*, M17LAP inhibition -5%, TNAP activation fold 1.2, LYP inhibition 4%, Yfh1-depleted yeast inactive, PMI inhibition 10%, XIAP antagonists 0.5%, human PMI inhibition 14% and WT yeast gro inh mutant strain 24*.

Next compounds.
Cc1ccnc(-n2sc3ccccc3c2=O)n1 was read as P. falciparum M1AAP 6%, WT yeast gro inh 10, M17LAP inhibition 8%, TNAP activation fold 1.1, LYP inhibition -7%, PMI inhibition 18µM*, XIAP antagonists -1.8%, human PMI inhibition 11µM* and WT yeast gro inh mutant strain 24.
COc1ccc(C2(CNC(=O)/C=C\c3ccco3)CCCC2)cc1OC was read as P. falciparum M1AAP 11%, WT yeast gro inh -12, M17LAP inhibition 9%, TNAP activation fold 1, LYP inhibition 5%, Yfh1-depleted yeast inactive, PMI inhibition 20%, XIAP antagonists -3.5%, human PMI inhibition 23% and WT yeast gro inh mutant strain -4.
For COC(=O)C1=C(C)NC(=O)NC1c1ccsc1 (stereo not given) the results were P. falciparum M1AAP 6%, WT yeast gro inh 6, M17LAP inhibition -4%, TNAP activation fold 1.1, LYP inhibition -3%, Yfh1-depleted yeast inactive, PMI inhibition 1%, XIAP antagonists 5.7%, human PMI inhibition 4% and WT yeast gro inh mutant strain 5.
For Cc1ccccc1NC(=S)N1CCC(C(=O)c2ccc(F)cc2)CC1 the results were P. falciparum M1AAP -4%, WT yeast gro inh 3, M17LAP inhibition 2%, TNAP activation fold 1.2, LYP inhibition -6%, Yfh1-depleted yeast inactive, PMI inhibition 22%, XIAP antagonists -6.4%, human PMI inhibition 22% and WT yeast gro inh mutant strain 6.
Screening Cc1ccccc1N1C(=O)CC(Sc2nnc(-c3ccccc3)o2)C1=O (stereo not given) returned P. falciparum M1AAP 4%, WT yeast gro inh 59, M17LAP inhibition 12%, TNAP activation fold 1.1, LYP inhibition -6%, Yfh1-depleted yeast inactive, PMI inhibition -11%, XIAP antagonists -0.1%, human PMI inhibition -17% and WT yeast gro inh mutant strain 72.
For CSCCC(NC(=O)c1cccc(C)c1)C(=O)OCC(=O)NC(=O)c1cccn1C (stereo not given) the results were P. falciparum M1AAP -8%, WT yeast gro inh 16, M17LAP inhibition -9%, TNAP activation fold 1, LYP inhibition -2%, Yfh1-depleted yeast inactive, PMI inhibition 13%, XIAP antagonists -9.4%, human PMI inhibition 12% and WT yeast gro inh mutant strain 2.
`CCOc1ccc(NC(=O)CNC(=O)COc2ccccc2)cc1` gave P. falciparum M1AAP 12%, WT yeast gro inh -16, M17LAP inhibition 16%, TNAP activation fold 1.2, LYP inhibition 0%, Yfh1-depleted yeast inactive, PMI inhibition -6%, XIAP antagonists -5.3%, human PMI inhibition -1% and WT yeast gro inh mutant strain -3.
`Cc1ccc(C(=O)CSc2nnc(-c3ccco3)n2Cc2ccccc2)cc1` gave P. falciparum M1AAP -2%, WT yeast gro inh -7, M17LAP inhibition 8%, TNAP activation fold 1.1, LYP inhibition 8%, Yfh1-depleted yeast inactive, PMI inhibition 7%, XIAP antagonists -0.7%, human PMI inhibition 13% and WT yeast gro inh mutant strain -28.
`COC(=O)C1CSC(C(=O)OC)N1C(=O)Nc1c(C)cccc1C` (stereo not given) gave P. falciparum M1AAP 3%, WT yeast gro inh -15, M17LAP inhibition 1%, TNAP activation fold 1.1, LYP inhibition -1%, Yfh1-depleted yeast inactive, PMI inhibition -1%, XIAP antagonists 0.0%, human PMI inhibition -1% and WT yeast gro inh mutant strain -15.
`CCc1ccc(N2CC(C(=O)Nc3cc(C)ccc3F)CC2=O)cc1` (stereo not given) gave P. falciparum M1AAP 2%, WT yeast gro inh 25, M17LAP inhibition 8%, TNAP activation fold 1.1, LYP inhibition -13%, Yfh1-depleted yeast inactive, PMI inhibition -1%, XIAP antagonists 0.5%, human PMI inhibition 9% and WT yeast gro inh mutant strain 8.
